Source: PubChem BioAssay
POLH inh = qHTS for Inhibitors of Polymerase Eta | DNA polymerase eta (Homo sapiens), Q9Y253 | recombinant Pol eta, fluorescent DNA replication assay | Potency, µM (titrated, usually from 114 µM), for inactives: at the top dose activity change, negative = inhibition, most hits filed as inhibitors | hit rate 1.2% among 390,000 | AID 588591, 2011; further: potency means the concentration at half of the fitted maximal effect
Target sequence (Q9Y253 whole entry, looked up): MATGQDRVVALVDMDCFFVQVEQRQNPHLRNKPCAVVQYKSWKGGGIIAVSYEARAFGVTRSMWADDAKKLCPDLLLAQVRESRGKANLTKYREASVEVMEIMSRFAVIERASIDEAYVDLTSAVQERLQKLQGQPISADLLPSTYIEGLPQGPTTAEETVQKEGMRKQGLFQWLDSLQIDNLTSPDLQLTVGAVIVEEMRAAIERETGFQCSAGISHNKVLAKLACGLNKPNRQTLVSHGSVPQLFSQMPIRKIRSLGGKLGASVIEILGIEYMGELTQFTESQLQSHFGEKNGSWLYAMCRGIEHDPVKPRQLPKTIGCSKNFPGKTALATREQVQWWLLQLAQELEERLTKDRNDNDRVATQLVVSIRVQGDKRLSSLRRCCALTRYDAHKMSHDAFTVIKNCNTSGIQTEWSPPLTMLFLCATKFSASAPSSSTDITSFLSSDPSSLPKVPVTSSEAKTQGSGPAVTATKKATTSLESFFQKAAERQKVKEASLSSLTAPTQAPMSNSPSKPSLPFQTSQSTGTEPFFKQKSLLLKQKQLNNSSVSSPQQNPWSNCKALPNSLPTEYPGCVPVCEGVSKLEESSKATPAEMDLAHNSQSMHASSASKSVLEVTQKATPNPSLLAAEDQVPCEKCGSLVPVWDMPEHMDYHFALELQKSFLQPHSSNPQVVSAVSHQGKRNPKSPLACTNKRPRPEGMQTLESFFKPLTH
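Pol eta at 10 nM preincubated with compounds 15 min at room temperature; reaction started with fluorescent substrate (50 nM final) and read kinetically at 0 and 10 min.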
ALOX12 inh = Primary qHTS assay for inhibitors of human arachidonate 12S-lipoxygenase (ALOX12): Round 2; Polyunsaturated fatty acid lipoxygenase ALOX12 (Homo sapiens), P18054; purified 12hLO, xylenol orange hydroperoxide absorbance; Potency, µM (top dose mostly 108 µM), inactives show at the highest dose activity change, negative = inhibition, hits mostly inhibitors; hit rate 1.1% among 580,000; AID 1671190, 2021; further: potency means the concentration at half of the fitted maximal effect
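Purified human 12hLO (150 nM final) in 25 mM Hepes, 0.01% Triton X-100, pH 7.0 was preincubated 15 min at room temperature with compound. Then 40 uM arachidonic acid was added, 30 min. Hydroperoxide was read by Fe-XO absorbance ratio 573/405 nm.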
LDHA block = qHTS assay for inhibitors of human lactate dehydrogenase | activity change, % (values are at about 110 or 230 µM) | AID 1347041, 2019 | purified LDHA, NADH/diaphorase-resazurin fluorescence; active compounds read low | L-lactate dehydrogenase A chain (Homo sapiens), P00338 | hit rate 0.15% among 480,000; in the data active means activity change below about -30%; inconclusive means mostly about -25% to -30%;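 further: plate controls were DMSO wells for no effect and wells without enzyme for full effect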
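Human LDH5 at 2 nM final in Tris HCl pH 7.4 with 0.06 mM NADH and 0.2 mM pyruvate, reacted 5 minutes at room temperature. Remaining NADH coupled via diaphorase/resazurin; resorufin fluorescence read at 0 and 20 minutes, normalized to enzyme-free and DMSO wells.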
Active calls of the source: *; & = joins results of further samples; ! = not confirmed by another sample; [ ] = dose if it differs, or a comment. Unless noted, the call rests on the fitted dose curve; in most records, active means well fitted inhibition curve with a large enough effect; inconclusive means small, poorly fitted or top-dose-only effect, or another doubt; inactive means no such curve, though single readings can be large or run the other way. Unless noted, on the % scale 0 is the no-effect control and ±100 the full control effect.

Screening Cc1ccc(-c2ccc(CN3C(C)C(=O)N(Cc4cn(CCC5OCCO5)nn4)CCS3(=O)=O)cc2)cc1 (stereo unspecified) returned POLH inh -16.3%, ALOX12 inh 5.0% and LDHA block -7.2.
Screening C[C@H]1CN([C@@H](C)CO)C(=O)CCCn2nncc2CO[C@H]1CN(C)S(=O)(=O)c1ccc(Cl)cc1 returned POLH inh -17.0%, ALOX12 inh -29.5% and LDHA block -2.4.
`O=C1NCCN(CC2CCN(CCc3ccccc3)CC2)C1=O` gave POLH inh 6.0%, ALOX12 inh -1.1% and LDHA block -9.4.
`Cc1ccc(S(=O)(=O)NCC2CCC(C(=O)NCCCN3CCC(C)CC3)CC2)cc1` (stereo unspecified) gave POLH inh -12.9%, ALOX12 inh -15.5% and LDHA block -2.0.
COc1ccc(NC(=O)CCNC(=O)N2CC(=O)Nc3ccccc32)cc1OC was read as POLH inh -8.1%, ALOX12 inh -1.3% and LDHA block 1.5.
Screening c1coc(-c2nc(N=C3N=c4ccccc4=N3)[nH]c2-c2ccco2)c1 returned POLH inh inconclusive, ALOX12 inh inconclusive and LDHA block 0.2.
`Nc1ccn([C@@H]2O[C@H](CNCc3ccc(N4CCNCC4)cc3)[C@@H](O)[C@H]2O)c(=O)n1` gave POLH inh -6.4%, ALOX12 inh -5.9% and LDHA block -1.4.
O=C(NNC(=O)c1ccccc1-n1cccc1)c1cccnc1 was read as POLH inh -19.1%, ALOX12 inh 4.7% and LDHA block 0.4.
Screening COc1ccc(S(=O)(=O)N2CCOCC2)cc1NC(=O)CCCSc1ccccc1 returned POLH inh -7.4%, ALOX12 inh inconclusive and LDHA block -1.5.
For CCOc1ccc(NC(=O)CN(C)C(=O)Cc2ccc3c(c2)OCCO3)cc1OCC the results were POLH inh -3.4%, ALOX12 inh 3.5% and LDHA block 1.2.
For COC(=O)C[C@H]1C[C@H]2c3cc(NS(=O)(=O)c4cccc(OC)c4)ccc3O[C@H]2[C@@H](CO)O1 the results were POLH inh -17.2%, ALOX12 inh -1.0% and LDHA block 1.3.
Screening COc1cc2ccc(C(=O)O)cc2cc1OC returned POLH inh 1.0%, ALOX12 inh -9.9% and LDHA block -7.7.
Screening COc1ccccc1CNC(=O)COC(=O)CCN1C(=O)C2CC=CCC2C1=O (stereo unspecified) returned POLH inh 5.1%, ALOX12 inh 4.2% and LDHA block -3.6.
COc1ccc([C@H]2C[C@@H](O)[C@H](n3cc(-c4ccc(F)cc4)nn3)CN2CC2CCCCC2)cc1 was read as POLH inh -9.1%, ALOX12 inh inconclusive and LDHA block -5.7.
CCN(CC)C(=O)C1=C(C)N(Cc2ccccc2)C(=O)C(CC(=O)NCCN2CCOCC2)C1 (stereo unspecified) was read as POLH inh 5.4%, ALOX12 inh 77.2%[activator] and LDHA block 0.4.
For CCCCCCN1C[C@H](n2cc(-c3ccc(F)cc3)nn2)[C@@H](O)C[C@@H]1c1ccc(C)cc1 the results were POLH inh -22.7%, ALOX12 inh inconclusive and LDHA block 5.9.
For O=C(c1ccc(N2CCCC2=O)cc1)N1CCN(c2ccc(C(F)(F)F)cc2[N+](=O)[O-])CC1 the results were POLH inh 1.1%, ALOX12 inh 2.8% and LDHA block 0.5.
`O=C(c1cc(C2CC2)nn1-c1ccccc1)N1CCN(Cc2ccccc2)CC1` gave POLH inh -1.5%, ALOX12 inh 9.4% and LDHA block -0.6.
O=[N+]([O-])c1ccc(/C=N\N2CCN(Cc3ccccc3Cl)CC2)cc1 was read as POLH inh -17.2%, ALOX12 inh -17.7% and LDHA block -16.9.
For CCc1cc(CNC(=O)C2CCC(=O)N(Cc3ccccc3F)C2)on1 (stereo unspecified) the results were POLH inh -12.6%, ALOX12 inh -19.0% and LDHA block -3.0.
For O=C(C1CCCCC1)N1CCC2CC1c1cc(N3CCCCC3)ccc12 (stereo unspecified) the results were POLH inh -10.9%, ALOX12 inh -11.4% and LDHA block -1.4.
For CCCCN1C(=O)C(CC(=O)NCc2cccs2)CC(C(=O)N2CCOCC2)=C1C (stereo unspecified) the results were POLH inh -1.7%, ALOX12 inh inconclusive and LDHA block -0.3.
`C/C=C/c1cnc2c(c1)C(=O)N([C@@H](C)CO)C[C@H](C)[C@@H](CN(C)S(=O)(=O)c1ccc(C)cc1)O2` gave POLH inh -2.5%, ALOX12 inh inconclusive and LDHA block -6.5.
For O=C(NCC(c1ccco1)N1CCCC1)c1cccc(S(=O)(=O)N2CCCCC2)c1 (stereo unspecified) the results were POLH inh -7.4%, ALOX12 inh 4.1% and LDHA block -5.7.
Screening C[C@H](NC(=O)c1[nH]cnc1C(=O)Nc1ccccc1F)c1ccccc1 returned POLH inh -5.6%, ALOX12 inh 15.6% and LDHA block -10.6.
For COCOCCn1cc(CN2CCS(=O)(=O)N(Cc3ccc(-c4ccc(OC)c(OC)c4)cc3)C(CC(C)C)C2=O)nn1 (stereo unspecified) the results were POLH inh -8.6%, ALOX12 inh inconclusive and LDHA block 1.6.
`COc1ccc(OC)c(C(=O)NC2CCCc3c2cnn3-c2cc(C)cc(C)c2)c1` (stereo unspecified) gave POLH inh -10.2%, ALOX12 inh -22.6% and LDHA block 0.6.
Screening C[C@@H]1CN([C@@H](C)CO)C(=O)c2cc(Br)cnc2O[C@H]1CN(C)S(=O)(=O)c1cccs1 returned POLH inh -11.3%, ALOX12 inh 10.4% and LDHA block -2.4.
COc1ccc(C(=O)Nc2ccc3c(c2)OCCO3)c(OC)c1 was read as POLH inh -10.3%, ALOX12 inh -15.4% and LDHA block 2.1.
C[C@H](CO)N1C[C@H](C)[C@@H](CN(C)S(=O)(=O)c2cccs2)OCc2cn(nn2)CCCC1=O was read as POLH inh -2.5%, ALOX12 inh inconclusive and LDHA block -1.9.
`CC(C)N1CCN(c2ccncc2S(=O)(=O)N2CCCCC2)CC1` gave POLH inh -22.3%, ALOX12 inh -6.9% and LDHA block -7.4.
For C=C(C)CN1C(=O)C(C)SC1=NN=C1SCC(=O)N1C (stereo unspecified) the results were POLH inh -3.3%, ALOX12 inh 0.6% and LDHA block -9.3.
Screening CCN(CC)C(=O)C1=C(C)N(Cc2ccc(F)cc2)C(=O)C(CC(=O)NCCCCc2ccccc2)C1 (stereo unspecified) returned POLH inh -7.6%, ALOX12 inh -41.3% and LDHA block -0.9.
For COc1ccc(CN2CCC[C@]3(N[C@H](c4ccc(OC)cc4)[C@@H]4C(=O)N(C)C(=O)[C@@H]43)C2=O)cc1 the results were POLH inh -12.3%, ALOX12 inh inconclusive and LDHA block -8.6.
For O=C1CN(C(=O)CN2CCN(S(=O)(=O)c3ccccc3F)CC2)c2ccccc2N1 the results were POLH inh -1.3%, ALOX12 inh inconclusive and LDHA block 2.4.
COc1ccc(C2NC(=O)NC(C)=C2C(=O)OC2CCCCC2)cc1 (stereo unspecified) was read as POLH inh -19.7%, ALOX12 inh -11.0% and LDHA block -18.8.
For Cc1ccc(C(=O)NCC(=O)N2CCN(c3ccccc3O)CC2)s1 the results were POLH inh -2.7%, ALOX12 inh inconclusive and LDHA block 3.4.
Cc1ccc(C(=O)NCC(=O)OCc2nnc(-c3ccc([N+](=O)[O-])cc3)o2)cc1 was read as POLH inh -10.7%, ALOX12 inh 4.3% and LDHA block -1.5.
Screening Cc1noc(C)c1S(=O)(=O)N(C)C[C@@H]1OCc2cnnn2CCCC(=O)N([C@@H](C)CO)C[C@H]1C returned POLH inh -3.1%, ALOX12 inh 7.3% and LDHA block -1.3.
Screening COc1ccc(S(=O)(=O)N(C)C[C@H]2OCCCC[C@@H](C)Oc3ccc(NC(=O)CCC(F)(F)F)cc3C(=O)N([C@H](C)CO)C[C@@H]2C)cc1 returned POLH inh -9.4%, ALOX12 inh -1.5% and LDHA block -7.8.
Screening COc1ccc(/C=C/C(=O)Nc2ccc(C(C)=O)cc2)cc1S(=O)(=O)N1CCOCC1 returned POLH inh -8.2%, ALOX12 inh -1.2% and LDHA block -7.1.
For COc1cc(C(=O)OCCCN2CCOCC2)cc(OC)c1OC the results were POLH inh -15.7%, ALOX12 inh inconclusive and LDHA block -1.9.
`CC1=C(C(=O)N2CCOCC2)CC(CC(=O)NCc2ccco2)C(=O)N1Cc1ccccc1` (stereo unspecified) gave POLH inh -0.1%, ALOX12 inh inconclusive and LDHA block -11.2.
CC(Sc1nnc(-c2ccncc2)n1C)C(=O)NCC(=O)Nc1ccc(F)c(F)c1F (stereo unspecified) was read as POLH inh -4.6%, ALOX12 inh 15.9% and LDHA block 1.0.
`CCCN(CC(=O)Nc1ccccc1C)C(=O)c1cc2ccccc2oc1=O` gave POLH inh 0.3%, ALOX12 inh 12.6µM*! and LDHA block -14.7&1.8.

For convenience, some entries already given.
For Cc1ccc(C(=O)NCC(=O)N2CCN(c3ccccc3O)CC2)s1 the results were POLH inh -2.7%, ALOX12 inh inconclusive and LDHA block 3.4.
Cc1ccc(C(=O)NCC(=O)OCc2nnc(-c3ccc([N+](=O)[O-])cc3)o2)cc1 was read as POLH inh -10.7%, ALOX12 inh 4.3% and LDHA block -1.5.
Screening Cc1noc(C)c1S(=O)(=O)N(C)C[C@@H]1OCc2cnnn2CCCC(=O)N([C@@H](C)CO)C[C@H]1C returned POLH inh -3.1%, ALOX12 inh 7.3% and LDHA block -1.3.
Screening COc1ccc(S(=O)(=O)N(C)C[C@H]2OCCCC[C@@H](C)Oc3ccc(NC(=O)CCC(F)(F)F)cc3C(=O)N([C@H](C)CO)C[C@@H]2C)cc1 returned POLH inh -9.4%, ALOX12 inh -1.5% and LDHA block -7.8.
Screening COc1ccc(/C=C/C(=O)Nc2ccc(C(C)=O)cc2)cc1S(=O)(=O)N1CCOCC1 returned POLH inh -8.2%, ALOX12 inh -1.2% and LDHA block -7.1.
For COc1cc(C(=O)OCCCN2CCOCC2)cc(OC)c1OC the results were POLH inh -15.7%, ALOX12 inh inconclusive and LDHA block -1.9.
`CC1=C(C(=O)N2CCOCC2)CC(CC(=O)NCc2ccco2)C(=O)N1Cc1ccccc1` (stereo unspecified) gave POLH inh -0.1%, ALOX12 inh inconclusive and LDHA block -11.2.
CC(Sc1nnc(-c2ccncc2)n1C)C(=O)NCC(=O)Nc1ccc(F)c(F)c1F (stereo unspecified) was read as POLH inh -4.6%, ALOX12 inh 15.9% and LDHA block 1.0.
`CCCN(CC(=O)Nc1ccccc1C)C(=O)c1cc2ccccc2oc1=O` gave POLH inh 0.3%, ALOX12 inh 12.6µM*! and LDHA block -14.7&1.8.

Later entries:
C[C@H](CO)N1C[C@H](C)[C@@H](CN(C)Cc2cccnc2)Oc2cc(-c3cccnc3)ccc2S1(=O)=O was read as POLH inh -9.8%, ALOX12 inh -0.3% and LDHA block -6.5.
Screening C[C@H](CO)N1C[C@H](C)[C@@H](CN(C)S(=O)(=O)c2ccc(F)cc2)OCc2cnnn2CCCC1=O returned POLH inh 6.0%, ALOX12 inh -8.1% and LDHA block -9.6.
C[C@H]1CN([C@@H](C)CO)C(=O)c2cc(/C=C/c3ccccc3)cnc2O[C@H]1CN(C)C(=O)c1cccc(F)c1 was read as POLH inh -8.6%, ALOX12 inh inconclusive and LDHA block -4.3.
Screening CCc1cc(C(=O)N(CC)CC(=O)Nc2c(F)cccc2F)sc1C returned POLH inh -3.2%, ALOX12 inh -14.9% and LDHA block -3.4.
Screening O=C(CC(=O)c1ccccc1)Nc1cccc([N+](=O)[O-])c1 returned POLH inh -8.6%, ALOX12 inh -24.5% and LDHA block 0.6.
Cc1ccc(F)cc1NC(=O)C1CC(=O)N(Cc2ccccc2)C1 (stereo unspecified) was read as POLH inh -0.6%, ALOX12 inh -15.3% and LDHA block 3.2.
Screening CC1C(=O)N(Cc2cn(CCC3OCCCO3)nn2)CCS(=O)(=O)N1Cc1ccc(-c2ccccc2)cc1 (stereo unspecified) returned POLH inh -3.8%, ALOX12 inh -10.9% and LDHA block -1.1.
`COc1cccc(NC(=O)CN2CCC(NC(=O)c3ccccc3C)CC2)c1` gave POLH inh -3.9%, ALOX12 inh 6.3% and LDHA block -1.7.
`C[C@H](CO)N1C[C@H](C)[C@H](CN(C)C(=O)C2CC2)OCc2cnnn2CCCC1=O` gave POLH inh -15.1%, ALOX12 inh 0.3% and LDHA block -9.2.
`C[C@H](O)[C@@H]1CN2CCc3c([nH]c4ccc(-c5ccc6c(c5)OCO6)cc34)[C@@H]2C[C@@H]1N(C)C(=O)Nc1cc(Cl)cc(Cl)c1` gave POLH inh -14.3%, ALOX12 inh -101.9% and LDHA block 2.7.
`CCCCN(C(=O)c1cc(Cl)nc2ccccc12)c1c(N)n(CCC)c(=O)[nH]c1=O` gave POLH inh -3.1%, ALOX12 inh 11.0% and LDHA block -10.1.

Some of the compounds tested, so the mix of outcomes need not match the whole.
